Source: PubChem (The Scripps Research Institute Molecular Screening Center)
S1P1 agonist = activates the human S1P1 receptor; Sphingosine 1-phosphate receptor 1 (Homo sapiens), P21453; S1P1 agonist cell-based reporter assay; activation, % at 4.5 µM; hit rate 1.5% among 16,000; in the data active = activation above about 80%
Target sequence (P21453 whole entry, looked up): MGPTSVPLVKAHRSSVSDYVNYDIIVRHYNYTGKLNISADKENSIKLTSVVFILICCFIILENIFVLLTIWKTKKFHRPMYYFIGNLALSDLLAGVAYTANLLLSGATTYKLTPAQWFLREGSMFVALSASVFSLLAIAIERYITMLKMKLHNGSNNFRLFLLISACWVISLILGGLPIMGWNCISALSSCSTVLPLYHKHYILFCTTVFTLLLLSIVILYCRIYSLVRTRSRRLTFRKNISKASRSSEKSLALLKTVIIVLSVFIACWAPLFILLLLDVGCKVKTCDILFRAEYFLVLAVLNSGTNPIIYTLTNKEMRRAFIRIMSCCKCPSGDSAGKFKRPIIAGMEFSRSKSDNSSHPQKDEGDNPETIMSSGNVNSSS
KOR antag MB = antagonists of human kappa opioid receptor OPRK1, Maybridge library. Kappa-type opioid receptor (Homo sapiens), P41145. OPRK1 cells, antagonist mode, fluorescence readout. inhibition, % at 9 µM. hit rate 0.4% among 16,000. AID 652031, 2013; in the data active = inhibition above about 50%
Luminol counter = counter-screen for Nox1 inhibitors: inhibitors of luminol chemiluminescence; HRP/luminol/H2O2 chemiluminescence counterscreen; inhibition, % at 6.7 µM; hit rate 0.4% among 16,000; AID 1823, 2009; also: reference of the scale not given here
PME-1 Maybr inh = inhibitors of human PME-1 in Maybridge library | Protein phosphatase methylesterase 1 (Homo sapiens), Q9Y570 | recombinant PME-1, FP-Rh probe fluorescence polarization | inhibition, % at 9 µM | hit rate 0.5% among 16,000 | AID 2291, 2010; in the data active = inhibition above about 30%
NOTCH ag = agonists of NOTCH signaling; activation, % at 2.5 µM; hit rate 0.4% among 15,000; NOTCH signaling luciferase reporter cells, luminescence; in the data active = activation above about 2.2%
TLR4-MyD88 inh = inhibitors of human TLR4-MyD88 binding; Toll-like receptor 4 (Homo sapiens), O00206; Cell-based TLR4-MyD88 binding inhibition assay; inhibition, % at 10 µM; hit rate 0.06% among 16,000; AID 811, 2007; in the data active = inhibition above about 45%
rat GALR2 agon = agonists of rat galanin receptor 2 (GALR2); Galanin receptor type 2 (Rattus norvegicus), O08726; AID 833, 2007; hit rate 0.5% among 16,000; cell-based GALR2 agonist screen; activation, % at 10 µM; in the data active = activation above about 15%
Target sequence (O08726 whole entry, looked up): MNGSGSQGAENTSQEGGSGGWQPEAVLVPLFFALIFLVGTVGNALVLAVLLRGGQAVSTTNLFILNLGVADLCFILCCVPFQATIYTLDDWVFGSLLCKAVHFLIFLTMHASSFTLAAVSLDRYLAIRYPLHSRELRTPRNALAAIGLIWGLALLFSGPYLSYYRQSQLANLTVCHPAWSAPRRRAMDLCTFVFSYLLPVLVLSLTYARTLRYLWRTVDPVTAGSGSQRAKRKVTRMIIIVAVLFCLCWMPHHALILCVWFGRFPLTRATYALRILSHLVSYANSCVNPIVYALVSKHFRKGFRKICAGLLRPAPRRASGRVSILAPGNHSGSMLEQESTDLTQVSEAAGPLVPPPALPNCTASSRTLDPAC
Nox1 inhibitor = inhibitors of human NADPH oxidase 1 (Nox1); Q9Y5S8; HT29 cells, luminol chemiluminescence ROS; inhibition, % at 6.7 µM; hit rate 0.81% among 16,000; AID 1792, 2009
* marks the source's active call; other numbers are inactive results; · = no result given. Rule as the data show it, unless noted: active = inhibition above about 75%; inactive = the rest. Rows are unselected; 4.8% or so of the library scored in one or more.

SMILES | S1P1 agonist | KOR antag MB | Luminol counter | PME-1 Maybr inh | NOTCH ag | TLR4-MyD88 inh | rat GALR2 agon | Nox1 inhibitor
Cc1cc(C)c2ccc(NC(=O)c3ccc(C(F)(F)F)cc3)nc2n1 | 1.7 | 0.9 | -5.3 | 3.1 | -1.0 | -8.2 | -4.4 | -4.3
COc1cccc(Cc2nnc(-c3ccc(-c4cccs4)s3)o2)c1 | -2.9 | -25.3 | -4.5 | -4.7 | 0.2 | -12.6 | 11.7 | 8.2
Cc1nc(C(F)(F)F)ccc1NC(=O)NCCNc1nccc(C(F)(F)F)n1 | -10.0 | -15.0 | 1.1 | -0.2 | -0.1 | 6.5 | -4.9 | -65.2
CC(C)(CC(=O)O)CC(=O)Nc1ccccc1Oc1ccccc1 | 1.9 | 0.8 | -1.4 | 1.5 | -0.3 | · | -6.2 | -26.1
O=C(c1cccc2c1OCCCO2)N(Cc1ccccn1)Cc1ccccn1 | -8.2 | 5.6 | -4.1 | 5.0 | 0.2 | 0.4 | -3.2 | -25.8
CC1(C)CN(C(=S)Nc2ccc(F)cc2F)C1=O | 9.1 | -10.1 | -2.6 | 7.5 | 0.3 | -1.6 | -6.2 | 4.8
CC(C)CC(NC(=O)OC(C)(C)C)C(=O)OCc1ccc(CC(=O)O)cc1 (stereo not given) | -26.0 | -1.5 | 2.7 | -2.5 | · | -7.4 | -10.9 | -5.0
O=S(=O)(c1cccs1)N1CCN(c2cc(C(F)(F)F)nc3ccccc23)CC1 | -5.0 | 11.2 | -3.7 | 1.4 | -0.6 | 2.0 | -2.0 | -18.2
CCOC(=O)c1ccc(NC(=S)NCCCN2CCOCC2)cc1 | -0.1 | -20.4 | 2.7 | 2.7 | -0.8 | 1.3 | -6.4 | -14.4
O=C(Nc1ccc(F)cc1)N1CCN(c2ccncc2)CC1 | -2.6 | 0.8 | -0.6 | -0.7 | -0.5 | -1.6 | -3.9 | -16.0
CC(C)(C)C(=O)NNC(=O)c1ccc(Oc2ccc(C3SCCS3)cc2)o1 | -13.8 | 30.1 | -19.4 | -32.6 | 0.1 | -1.8 | -4.7 | -6.6
CC(=O)c1ccc(N2C(=O)c3ccccc3C2=O)cc1 | 6.4 | 10.7 | 1.8 | -0.7 | -0.7 | 2.0 | -6.0 | -34.5
COC(=O)c1ccccc1-c1c2ccc(=O)cc-2oc2cc(O)ccc12 | 7.4 | 39.6 | 4.6 | 61.2* | -0.1 | 14.9 | -6.6 | -13.0
COc1ccc(/C=N/N2CCC(=O)Nc3ccccc32)c(OC)c1 | 2.8 | -16.7 | -3.2 | 4.6 | -4.0 | -5.0 | -4.0 | -3.0
NNC(=O)CSc1nnc(-c2ccccc2)n1-c1ccccc1 | 2.0 | -10.8 | 0.3 | 3.4 | -0.4 | 4.3 | -4.0 | -112.8

A second format for some results above.
The line under a structure holds: S1P1 agonist	KOR antag MB	Luminol counter	PME-1 Maybr inh	NOTCH ag	TLR4-MyD88 inh	rat GALR2 agon	Nox1 inhibitor
COc1ccc(/C=N/N2CCC(=O)Nc3ccccc32)c(OC)c1
  2.8	-16.7	-3.2	4.6	-4.0	-5.0	-4.0	-3.0
O=S(=O)(c1cccs1)N1CCN(c2cc(C(F)(F)F)nc3ccccc23)CC1
  -5.0	11.2	-3.7	1.4	-0.6	2.0	-2.0	-18.2
CC1(C)CN(C(=S)Nc2ccc(F)cc2F)C1=O
  9.1	-10.1	-2.6	7.5	0.3	-1.6	-6.2	4.8
Cc1cc(C)c2ccc(NC(=O)c3ccc(C(F)(F)F)cc3)nc2n1
  1.7	0.9	-5.3	3.1	-1.0	-8.2	-4.4	-4.3

Continued.
SMILES | S1P1 agonist | KOR antag MB | Luminol counter | PME-1 Maybr inh | NOTCH ag | TLR4-MyD88 inh | rat GALR2 agon | Nox1 inhibitor
O=C(O)c1ccccc1Sc1c([N+](=O)[O-])cc(C(F)(F)F)cc1[N+](=O)[O-] | 2.4 | -0.2 | -2.6 | 1.8 | -0.3 | -0.6 | -8.3 | 10.5
CC(C)c1ccc(S(=O)(=O)CC#N)cc1 | 0.7 | -4.8 | -4.2 | 5.6 | -0.8 | -0.5 | -4.5 | -36.8
CC(C)(C)S(=O)(=O)Cc1nc(-c2ccc(C(F)(F)F)cc2)cs1 | -11.0 | -5.8 | -1.9 | 0.6 | 0.1 | -6.3 | -6.6 | 29.2
O=S(=O)(c1cccs1)N1CCN(CCc2ccccc2)CC1 | 1.6 | 14.9 | 1.5 | 2.2 | -0.1 | 15.2 | -4.8 | -27.4
COc1ccc(CCNC(C#N)c2ccco2)cc1OC (stereo not given) | 105.0* | 13.1 | 4.0 | -3.3 | -0.1 | 3.9 | -12.0 | -21.9
Cc1oc(C(C)(C)C)cc1C(=O)NCCSCc1c(F)cccc1Cl | -21.6 | -10.8 | -1.3 | -8.2 | · | -6.9 | -6.1 | -32.0
Cc1ccc(-n2cccc2)cc1 | 4.3 | 11.4 | 2.3 | 1.3 | -0.5 | 11.5 | -3.5 | -63.5
Cc1cc(C(=O)O)nn1-c1ccccc1 | -20.3 | -13.1 | -0.1 | 3.7 | -0.5 | -5.0 | -6.6 | -16.6
CC1(C)C2CCC(C2)C1(C)NC(=S)N/N=C/C=C/c1ccccc1 (stereo not given) | -34.1 | -0.1 | 1.4 | -3.0 | -0.2 | -0.7 | -6.5 | -16.0
O=C(NC(=S)NNc1ncc(C(F)(F)F)cc1Cl)c1cccs1 | 18.0 | -12.0 | 3.3 | 1.3 | -0.2 | -14.0 | 1.9 | 0.0
Cc1c(C#N)c(NC(=O)c2ccc(Cl)cc2)n(Cc2cccnc2)c1C | -12.5 | -16.9 | -0.1 | 0.3 | 0.1 | -1.6 | -8.4 | 13.9
Nc1ncc(C(=O)OCc2ccc(Cl)cc2)c(C(F)(F)F)n1 | 10.2 | 13.0 | -1.2 | -2.1 | -0.6 | -1.9 | -6.0 | -1.1
c1ccc(Sc2ncnc3sccc23)nc1 | -2.4 | -1.7 | -6.8 | 7.3 | -0.4 | -2.2 | -3.7 | 13.1
COc1ccc(Oc2ccc([N+](=O)[O-])cc2C(=O)O)cc1 | -4.4 | 6.0 | 3.1 | -1.6 | -1.0 | -4.8 | -0.4 | -57.1
O=c1[nH]c2ccccc2nc1/C=C/c1cccs1 | -8.8 | 6.6 | 7.8 | -2.9 | -0.4 | -13.9 | -1.9 | -25.0

Gathered by group, the compounds so far containing a furan ring, fused or not (3)
SMILES | S1P1 agonist | KOR antag MB | Luminol counter | PME-1 Maybr inh | NOTCH ag | TLR4-MyD88 inh | rat GALR2 agon | Nox1 inhibitor
CC(C)(C)C(=O)NNC(=O)c1ccc(Oc2ccc(C3SCCS3)cc2)o1 | -13.8 | 30.1 | -19.4 | -32.6 | 0.1 | -1.8 | -4.7 | -6.6
COc1ccc(CCNC(C#N)c2ccco2)cc1OC (stereo not given) | 105.0* | 13.1 | 4.0 | -3.3 | -0.1 | 3.9 | -12.0 | -21.9
Cc1oc(C(C)(C)C)cc1C(=O)NCCSCc1c(F)cccc1Cl | -21.6 | -10.8 | -1.3 | -8.2 | · | -6.9 | -6.1 | -32.0

More results follow:
SMILES | S1P1 agonist | KOR antag MB | Luminol counter | PME-1 Maybr inh | NOTCH ag | TLR4-MyD88 inh | rat GALR2 agon | Nox1 inhibitor
COC(=O)C1C(c2ccc(N(C)C)cc2)C(C(=O)OC)S(=O)(=O)CS1(=O)=O (stereo not given) | -12.2 | -7.9 | -2.5 | 0.5 | -0.5 | -6.6 | -9.0 | -2.0
O=C(NCc1cccc(Cl)c1)C(=O)NC1CCCCNC1=O (stereo not given) | -12.2 | 5.8 | -2.9 | 0.2 | -0.1 | 1.5 | -3.8 | -56.5
CCOC(=O)C1CCN(Cc2ccccc2)CC1=O (stereo not given) | 0.2 | 18.6 | 1.8 | 2.1 | 0.2 | -5.9 | -7.3 | 3.9
O=C1/C(=C/c2cccc3ccccc23)Nc2ccccc21 | 5.4 | 22.6 | 12.6 | 0.5 | -0.6 | 8.7 | 3.5 | 11.7
O=C(c1ccccc1)C1CCN(S(=O)(=O)c2ccc(Cl)cc2)CC1 | 31.5 | 19.8 | -8.0 | 14.1 | 0.2 | 10.6 | -1.1 | 9.5
CCOC(=O)CNC(=O)c1c(OC)cccc1OC | 4.1 | -0.3 | 3.3 | -2.2 | -0.1 | · | -6.8 | -43.5
CC1=NN(c2ccc(-c3csnn3)cc2)C(=O)C1 | 4.8 | 17.4 | -19.1 | 7.5 | 0.0 | 10.5 | -4.8 | 26.5
Cc1ccc(-c2cc(C(N)=O)c3cc(F)ccc3n2)cc1 | -3.7 | -6.6 | 3.2 | 0.2 | -0.3 | 20.5 | -1.0 | 0.0
CC(C)(C)c1ccc(NC(=O)CN2CCOCC2)c(NC(=O)c2cccs2)c1 | -3.9 | -18.5 | 3.9 | -0.9 | -0.7 | -22.8 | -6.2 | -19.4
O=[N+]([O-])c1ccc(-c2noc(-c3ccno3)n2)o1 | -5.2 | 7.9 | -3.9 | 6.9 | -1.1 | -4.6 | -5.8 | -31.3
CS(=O)(=O)c1cc(C(F)(F)F)cc(S(C)(=O)=O)c1S(C)(=O)=O | -6.4 | -1.5 | 1.2 | 0.0 | -0.6 | -4.9 | -5.0 | -45.9
Cc1ccc(-c2nc(NC(=O)c3c(C)noc3C)sc2C)cc1Cl | -21.4 | 0.0 | -0.4 | -3.2 | -0.9 | 0.6 | -9.6 | 9.8
Cc1nc(C(F)(F)F)ccc1C(=O)N1C=CC(C(F)(F)F)=NCC1 | -9.0 | 4.5 | 2.4 | -4.4 | -0.4 | 9.3 | -7.4 | -78.3
COC(=O)C(C(=O)OC)c1ncccc1[N+](=O)[O-] | -6.5 | 17.7 | -6.4 | 5.9 | 0.1 | -2.1 | -1.9 | -16.7
N/C(=N\OC(=O)Nc1ccccc1)c1nccnc1Sc1ccc(Cl)cc1 | -11.5 | 3.2 | -5.0 | 7.2 | -0.7 | -7.8 | -6.8 | 9.1
CSC1=NCN(Cc2ccccc2)CN1 | 17.2 | 13.3 | -6.6 | 8.0 | -0.4 | 3.6 | -4.4 | 19.8
Cn1cnc(S(=O)(=O)Nc2cc(-c3ccc(Cl)cc3)nn2C)c1 | -0.3 | 2.8 | -5.2 | 2.1 | -0.3 | -6.8 | -4.9 | 0.0
N#C/C(=C\c1ccncc1)c1ccc(NC(N)=O)cc1 | 0.7 | -1.8 | -0.9 | 1.1 | -0.1 | -1.4 | -4.5 | -2.6
N#Cc1ccc(OCc2c(Cl)sc3ccc(Cl)cc23)cc1 | -8.7 | 31.8 | -1.4 | 4.9 | -0.2 | 7.4 | -3.1 | -39.0
N/C(=N\O)c1c(Cl)cccc1Cl | -4.1 | 15.6 | -3.0 | 2.3 | -1.0 | -2.4 | -5.0 | -5.1
CCOC(=O)c1cncc(C#Cc2ccccc2)c1 | -3.5 | 1.5 | -1.1 | 1.1 | -0.6 | -3.1 | -6.8 | -15.2
CCOC(=O)c1csc(-c2ccc(Cl)cc2)n1 | -5.1 | -9.7 | -2.3 | -5.3 | 0.1 | -4.1 | -6.3 | -16.0
CCCSc1ncccc1C(=O)Nc1cc(C)no1 | 0.4 | -11.8 | 1.6 | -1.7 | -0.5 | 2.3 | -7.1 | -17.5
Cc1nc(-c2ccc(S(=O)(=O)Nc3ccc4c(c3)OCCO4)s2)cs1 | 66.6 | -22.5 | -9.2 | 2.2 | -0.8 | 4.2 | -6.4 | 18.2
CCOC(=O)c1ccc2nc(NC(=O)c3ccc(F)c(Cl)c3)sc2c1 | -15.9 | 13.3 | -1.1 | -6.2 | -0.7 | -1.7 | -6.4 | -41.3
Fc1ccc2c(c1)/C(=N\Nc1cc(C(F)(F)F)ccc1Cl)CCO2 | -26.1 | 6.6 | -0.1 | -1.1 | -0.2 | 1.6 | 0.5 | -14.6
COC(=O)/C=C(/Oc1cccc(C(F)(F)F)c1)C(=O)OC | -13.2 | 0.1 | -1.5 | 1.0 | 0.1 | -11.2 | -1.7 | -48.6
O=S(=O)(c1ccc(Cl)c(Cl)c1)N1CCc2c([nH]c3ccccc23)C1C(F)(F)F (stereo not given) | -21.3 | 8.4 | 3.2 | -16.5 | -0.2 | 0.9 | -11.8 | -48.8
S=c1nc(C23CC4CC(CC(C4)C2)C3)[nH][nH]1 | -10.8 | 18.8 | 0.9 | 3.7 | -0.3 | 4.7 | -3.9 | -40.3
Cc1ccc(S(=O)(=O)OCC2C=CC(COS(=O)(=O)c3ccc(C)cc3)C2)cc1 (stereo not given) | 5.0 | -1.7 | -3.9 | 3.7 | -1.2 | -6.9 | -4.2 | 16.0
Cn1c(N2CCOCC2)cc(=O)n(C)c1=O | 6.8 | 0.7 | -6.4 | 8.1 | -0.5 | 5.6 | -6.2 | 5.7
O=C(O)C1C2C=CC(C2)C1C(=O)N1CCc2c([nH]c3ccccc23)C1C(F)(F)F (stereo not given) | -10.0 | -10.0 | -3.5 | 3.2 | -1.0 | 1.3 | -3.0 | -42.2
